# hK5 inh: kallikrein 5 (human) inhibition; Q9Y337; recombinant hK5, fluorogenic AMC substrate cleavage; inhibition, % at 5 µM; hit rate 0.59% among 210,000;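 active = inhibition of 40% or more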;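 note: 0% = enzyme controls without compound and 100% = no-enzyme blanks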
# eIF4E-4G inh: blocks eIF4E binding to eIF4G. P63073+Q04637. TR-FRET eIF4E-eIF4GI(517-606) binding, 2 h. inhibition, % at 21.7 µM. hit rate 0.37% among 220,000;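 note: 0% = full FRET control wells and 100% = background wells lacking eIF4GI fragment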
# 14-3-3 Bad PPI: disrupts binding of bovine 14-3-3 zeta to phospho-Bad peptide; P63103; TR-FRET 14-3-3zeta/Dy647-pBad peptide displacement, 1 h; inhibition, % at 21.7 µM; hit rate 0.71% among 220,000; AID 781;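 active = inhibition above about 70%, limit read from the data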;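 note: 0% = full 14-3-3 plus peptide FRET controls and 100% = background without 14-3-3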
# Target sequence (P63103 whole entry, looked up): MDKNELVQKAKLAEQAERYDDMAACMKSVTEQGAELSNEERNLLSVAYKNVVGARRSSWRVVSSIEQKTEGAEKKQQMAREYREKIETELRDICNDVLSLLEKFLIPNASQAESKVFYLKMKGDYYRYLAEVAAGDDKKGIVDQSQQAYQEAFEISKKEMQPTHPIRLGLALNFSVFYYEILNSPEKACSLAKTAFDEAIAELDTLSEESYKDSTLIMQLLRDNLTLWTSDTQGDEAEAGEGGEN
# Furin inh: inhibitors of human furin; P09958; purified furin, fluorogenic substrate cleavage; inhibition, % at 30 µM; hit rate 0.061% among 220,000; in the data active = inhibition above about 25%; note: inactives centre near -15
# Rad51 HR inh: Rad51 (human) homologous recombination inhibition; hit rate 0.085% among 200,000; Q06609; hRad51 DNA strand exchange, fluorescence dequenching; inhibition, % at 10 µM;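 active = inhibition above 40% at the single screening dose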;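 note: 0% = DMSO control wells and 100% = blanks with heterologous ssDNA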
# Target sequence (Q06609 whole entry, looked up): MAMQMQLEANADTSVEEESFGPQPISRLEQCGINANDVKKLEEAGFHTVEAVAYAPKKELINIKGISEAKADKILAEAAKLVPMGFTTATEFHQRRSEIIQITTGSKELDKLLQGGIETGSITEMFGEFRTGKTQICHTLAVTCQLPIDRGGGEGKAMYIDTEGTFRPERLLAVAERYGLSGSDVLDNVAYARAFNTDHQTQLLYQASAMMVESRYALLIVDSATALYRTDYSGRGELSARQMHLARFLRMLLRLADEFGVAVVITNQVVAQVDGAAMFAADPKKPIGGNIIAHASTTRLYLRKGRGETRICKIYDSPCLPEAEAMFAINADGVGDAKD
#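 System: hRad51 filaments on single-stranded DNA; reagent: Fluorescein- and BHQ1-tagged 47-mer duplex; compound dosing: one concentration, 10 µM final; timing: filaments 15 min 37 °C, then compound 30 min; measured by: fluorescein emission 520 nm, excitation 485 nm; benchmarks: per-plate controls and blanks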
# Thrombin inh: inhibitors of human thrombin | P00734 | alpha-thrombin, Boc-VPR-AMC fluorogenic substrate cleavage | inhibition, % at 5 µM | hit rate 0.26% among 220,000;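 active = inhibition at or above 40%; inactive = inhibition below 40%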;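 note: 0% = enzyme with no compound and 100% = wells without enzyme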
#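 Assay system: human alpha-thrombin enzyme. Reagent: Boc-VPR-AMC substrate, 15 µM final. Compound dosing: one concentration per compound, 5 µM, with 0.2% DMSO. Incubation: room-temperature reaction. Technique: AMC fluorescence, 355/460 nm. Measure: % inhibition relative to enzyme controls and enzyme-free blanks.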
# EBV gp42 block: blocks Epstein-Barr virus glycoprotein 42 binding. Q1HVG2. inhibition, % (tested at 21.74 µM). hit rate 0.42% among 220,000. Fluorescence polarization binding assay, mP read-out; in the data active = inhibition above about 50%
# Cl transport mod: modulates chloride dependent transport by human KCC2 | Q9H2X9 | KCC2 cells, thallium flux FluoZin-2 fluorescence | B-score of Tl+ flux slope (higher = more flux/activation; lower = inhibition) at 10 µM | hit rate 2.2% among 190,000;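 active = thallium flux slope and its plate-corrected score both differing from the plate sample mean at a set confidence after two filtering rounds, in either direction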;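 note: slope of fluorescence scaled to starting intensity during 10 to 20 s after thallium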
# p47phox inh: inhibitors of human p47phox binding. inhibition, % at 24.7 µM. p47phox/p22phox peptide binding, fluorescence polarization, 2 h. P14598. AID 1274. hit rate 0.53% among 220,000;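 note: 0% = p47phox with labelled peptide and 100% = labelled peptide alone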
# Target sequence (P14598 whole entry, looked up): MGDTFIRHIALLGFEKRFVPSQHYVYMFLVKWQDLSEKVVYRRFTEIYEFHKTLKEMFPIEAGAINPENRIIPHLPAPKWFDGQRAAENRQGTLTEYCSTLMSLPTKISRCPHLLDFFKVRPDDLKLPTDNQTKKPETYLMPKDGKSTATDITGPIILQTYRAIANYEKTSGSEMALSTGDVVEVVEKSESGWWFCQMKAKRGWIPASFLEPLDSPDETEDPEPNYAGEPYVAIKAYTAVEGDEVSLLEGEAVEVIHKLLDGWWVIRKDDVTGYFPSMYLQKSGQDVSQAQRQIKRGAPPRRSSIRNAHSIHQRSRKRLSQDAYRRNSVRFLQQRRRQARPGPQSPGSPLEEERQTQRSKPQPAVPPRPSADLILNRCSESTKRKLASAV
# Numbers without * were called inactive; x = not tested or not shown; [ ] = dose if it differs, or a comment.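 Rule for the calls, unless noted: active = inhibition above about 30% (limit read from the data); inactive = the rest.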 No enrichment for hits, and some 4.7% of all compounds hit somewhere here.
SMILES,hK5 inh,eIF4E-4G inh,14-3-3 Bad PPI,Furin inh,Rad51 HR inh,Thrombin inh,EBV gp42 block,Cl transport mod,p47phox inh
CCOC(=O)c1c(C)n(C)c2cc(Br)c(O)c(O)c12,4,0,-8,-2,-1,0,-15,0.091,-7
Clc1cccc(Cl)c1CSc1nnc(-c2sccc2-n2cccc2)o1,2,3,-7,-8[20 µM],2,-1,3,0.36,-14
Cc1cc(O)cc(O)c1C=NCc1ccco1,39,4,15,-10,x,36,1,0.05,-21
COc1ccc(OCc2nc3c4cc(OC)c(OC)cc4nc(=S)n3[nH]2)cc1,1,0[fluorescence artefact?],-1,1,7,-4,22,-1,-18
Cc1cccc(N2CCN(c3cc(C)nc4nnnn34)CC2C)c1 (centres undefined),-6,-8,-10,-11,x,-4,-13,0.11,-7
Cc1cc(N2CCCCC2)nc2c(C)cccc12,-21,6,19,-12,8,4,-5,0.25,-19
COc1cccc(/C(C)=N/Nc2ncc(Cl)cc2Cl)c1,-26,-2[fluorescence artefact?],-2,-13,x,-8,4,-0.9,-8
Cc1cc(C)c2nc(SCC(=O)NC(=O)c3cccn3C)cc(C)c2c1,-11,2,1,-6,-3,-6,-4,0.41,-7
CCOc1ccc(C(C)=O)cc1Cc1c(O)nc(N)[nH]c1=O,7,2,-6[fluorescence artefact?],-7,-3,-6,0,0.81,7
O=C(N=Nc1c(O)[nH]c2ccccc12)c1ccccc1NS(=O)(=O)c1cccs1,-17,4,-3,-5,-6,-4,-24,-0.79,9
CC(C)(C)c1ccc(C(=O)NCc2ccccc2)cc1,5,2,3,-21,3,2,-7,-0.15,4
CC(=O)c1cc(-c2ccccc2)n(CC(=O)Nc2cccc(C)c2C)c1C,-11,7,18,-25,-13,-3,-11,1.5,29

# Three structures from above, sorted by molar mass, highest first:
SMILES,hK5 inh,eIF4E-4G inh,14-3-3 Bad PPI,Furin inh,Rad51 HR inh,Thrombin inh,EBV gp42 block,Cl transport mod,p47phox inh
Cc1cccc(N2CCN(c3cc(C)nc4nnnn34)CC2C)c1 (centres undefined),-6,-8,-10,-11,x,-4,-13,0.11,-7
COc1cccc(/C(C)=N/Nc2ncc(Cl)cc2Cl)c1,-26,-2[fluorescence artefact?],-2,-13,x,-8,4,-0.9,-8
CC(C)(C)c1ccc(C(=O)NCc2ccccc2)cc1,5,2,3,-21,3,2,-7,-0.15,4

# Next records.
SMILES,hK5 inh,eIF4E-4G inh,14-3-3 Bad PPI,Furin inh,Rad51 HR inh,Thrombin inh,EBV gp42 block,Cl transport mod,p47phox inh
CN(C)c1ccc(-n2cccc2/C=C2/SC(=Nc3ccc(F)cc3)NC2=O)cc1,9,-1,0,-12[20 µM],x,3,-45,0.19,-48
O=c1c2ccccc2n2c(-c3ccc(F)cc3)nnc2n1Cc1ccccc1,-19,-1[fluorescence artefact?],-14[fluorescence artefact?],-10,0,-3,-6,-0.17,-4
Cc1cccc(C(=O)Nc2ccc(N3CCN(S(C)(=O)=O)CC3)cc2)c1,3,0,-8,-20,x,-3,-25,0.58,-2
O=C1CN(S(=O)(=O)c2ccccc2)CCN1S(=O)(=O)c1ccccc1,-5,4,-2,-18,2,-6,-4,0.42,-2
Cc1ccc(S(=O)(=O)Oc2cc(N)c3c(n2)CCC3)cc1,5,-2,-5,-28,3,1,-7,-0.079,-11
CN(C)S(=O)(=O)c1cccc(NC(=O)COC(=O)c2cc(=O)c3ccccc3o2)c1,1,2,6,-14,x,-5,-5,-0.16,-15
O=C(N/N=C/c1ccc(OC(=O)c2cccs2)cc1)c1cccc(F)c1,-10,-44,72*,-10[20 µM],-5,-7,6,-0.39,-28
CN1CCN(C(=O)c2cc3nc(-c4ccco4)cc(C(F)(F)F)n3n2)CC1,2,-1,-7,-26,3,2,-30,0.084,-3
O=C(Nc1ccc2c(c1)ncn2C1CCCCC1)c1ccco1,-10,-4,-9[fluorescence artefact?],-18,3,-2,-18,0.095,-11
Cc1ccc(C(=O)CCC(=O)Nc2cccnc2)cc1C,-18,3,-5,-14[20 µM],4,1,-9,-1.1,-12
CCC/C(O)=C1\C(=O)CC(c2ccccc2)CC1=NCCc1c(C)[nH]c2ccc(C)cc12 (centres undefined),-4,-3,-10,-8,2,-1,-6,0.35,-1
Cc1onc(-c2c(Cl)cccc2Cl)c1C(=O)Nc1ccc(N2CCOCC2)cc1,-5,-8,-1,-17,16,-7,6,0.058,21
COc1ccccc1NC(=O)/C(C#N)=C/c1c(C)nn(-c2ccc(F)cc2)c1Cl,-3,-2[fluorescence artefact?],6[fluorescence artefact?],-14,4,-10,-16,0.65,3
CCOc1cc(/C=N/NC(=S)Nc2ccccc2C(F)(F)F)ccc1OCC(=O)N1CCOCC1,5,3[fluorescence artefact?],-7[fluorescence artefact?],-3,-36,-3,-8,0.18,-11
Cc1cc(NC(=O)c2cc3n(n2)C(C(F)(F)F)CC(c2ccco2)N3)n(-c2ccccc2)n1 (centres undefined),-42,-15,5,-15[20 µM],5,3,-4,0.075,-21
COc1ccc(-c2cc(C(=O)Nc3ccc(S(=O)(=O)Nc4ncccn4)cc3)c3ccccc3n2)cc1,1,1,1,-23,1,-1,-11,x,-12
COc1ccccc1C(=O)Nc1cccc(Oc2c(F)c(F)c(F)c(F)c2F)c1,2,-4,-4,-22,8,1,-16,0.53,-18
O=C(Nc1ccccn1)c1ccco1,16,1[fluorescence artefact?],-10[fluorescence artefact?],-22[20 µM],-7,-4,2,-0.27,-2
CCn1c(SCC(=O)N2CCCc3ccccc32)nnc1-c1cccs1,-24,-6,-1[fluorescence artefact?],-17[20 µM],-6,-4,-23,x,-9
O=C(O)c1cccc(S(=O)(=O)Nc2ccc(O)cc2Sc2nc3ccccc3s2)c1,-26,3[fluorescence artefact?],0,-8,1,-2,-12,2.3,6
Cc1ccc(N2CC(C(=O)Nc3cccnc3)CC2=O)cc1 (centres undefined),-9,4,14,-20,-2,-1,-27,x,-14
Cc1ccc(NC(=O)CN(c2cc(C)cc(C)c2)S(=O)(=O)c2c(C)noc2C)nc1,40*,0,1,-9,-5,26,5,-0.39,-7
CN(C)S(=O)(=O)c1cccc(NC(=O)c2cc(-c3cccs3)nc3ccccc23)c1,-7,11,-6,-24,-3,-3,-20,-1.3,-138
CCCCCn1c(CCNC(=O)CCC)nc2ccccc21,3,2,-21,-6,-6,1,-11,0.11,-12
COc1ccc2c(c1)CCCC21NC(=O)N(CC(N)=O)C1=O (centres undefined),27,7,11,-3[20 µM],5,-6,3,0.38,-7
CN1C(=O)CC(C(=O)O)SC1=Nc1cccc(C(F)(F)F)c1 (centres undefined),-10,-6,4,-18,-3,3,-15,-1.7,-12
Cn1nc(C(C)(C)C)c([N+](=O)[O-])c1C(=O)NC(C)(C)C,-8,5[fluorescence artefact?],2[fluorescence artefact?],-17,6,-4,-4,0.09,-2
c1ccc(-c2nc3ccccc3nc2N2CCOCC2)cc1,-6,4,3,-7,9,-2,-2,-0.59,-7
CCOc1ccc(N(C(=O)Nc2ccccc2)C2=NCCC2)cc1,-5,-4,-3,-13[20 µM],2,-3,-7,-0.15,-3
CCN(CC)CCNC(=O)c1cc(-c2ccco2)nc2ccccc12,-2,5,12,-56,10,0,-10,0.011,5
COc1ccc(S(=O)(=O)CC2(O)CCN(C(=O)C(C)(C)C)CC2)cc1,-9,-1,-9,-22,6,-10,0,-0.44,4
Cc1ccc(N(CC(=O)N2CCn3c2nc2ccccc23)S(=O)(=O)c2c(C)n[nH]c2C)cc1,6,2,0,-27,-2,1,-1,-0.47,1
O=C(Cn1cnc2c(nnn2Cc2ccccc2F)c1=O)OCc1ccccc1,9,0,2,-23,x,3,-15,-7.4*,-5
O=C(c1cccc(Br)c1)c1cn(-c2ccccc2)nc1C(=O)c1ccccc1,-7,-4,8,-18[20 µM],x,0,-28,1.8,1
O=C(NC(=S)Nc1ccc(N2CCOCC2)cc1)c1ccccc1,8,3,-14,-24,x,2,-5,x,-8
CC(=O)Nc1ccc(N2CCc3c(C)c(C#N)c4nc5ccccc5n4c32)cc1,-14,17,-10,-5,-10,-6,59*,0.48,-40

# Some of the entries so far, field by field:
CN1C(=O)CC(C(=O)O)SC1=Nc1cccc(C(F)(F)F)c1 (centres undefined)
  hK5 inh = -10	eIF4E-4G inh = -6	14-3-3 Bad PPI = 4	Furin inh = -18	Rad51 HR inh = -3	Thrombin inh = 3	EBV gp42 block = -15	Cl transport mod = -1.7	p47phox inh = -12

O=C(c1cccc(Br)c1)c1cn(-c2ccccc2)nc1C(=O)c1ccccc1
  hK5 inh = -7	eIF4E-4G inh = -4	14-3-3 Bad PPI = 8	Furin inh = -18[20 µM]	Rad51 HR inh = x	Thrombin inh = 0	EBV gp42 block = -28	Cl transport mod = 1.8	p47phox inh = 1

# (next part)
SMILES,hK5 inh,eIF4E-4G inh,14-3-3 Bad PPI,Furin inh,Rad51 HR inh,Thrombin inh,EBV gp42 block,Cl transport mod,p47phox inh
O=C(c1ccc(N2CCOCC2)cc1[N+](=O)[O-])N1CCOCC1,-16,-3,-10,-15,-47,1,-2,-0.0099,-7
CC(=O)Nc1ccc(S(=O)(=O)N[C@@H](C)C(=O)OCc2ccc(Cl)cc2)cc1,-24,1,-6,-22,x,-3,-26,-1.3,-17
Cc1ccc(S(=O)(=O)N/N=C/c2cc([N+](=O)[O-])ccc2O)cc1[N+](=O)[O-],1,-3,-10,4,12,-2,-14,0.4,-8
COc1ccc(C(OC(=O)c2ccco2)C(=O)NC(C)(C)C)cc1 (centres undefined),-4,2,0,-16,1,-5,4,0,-7
CCC(=O)c1ccc(CCCCCC(=O)O)s1,1,-4,3,-15,x,1,-22,x,-7
O=C(COC(=O)CCCN=C1NS(=O)(=O)c2ccccc21)NC(=O)NC1CCCC1,-13,-3,-20,-20,30,-2,2,-0.59,-5
COc1ccc(-c2cc(C(F)(F)F)n3nc(C(=O)N4CCOCC4)c(Cl)c3n2)cc1,3,-1,8,-11,6,1,0,1.2,-14
CN(CCn1ccnc1)Cc1cn(-c2ccccc2)nc1-c1ccc2c(c1)OCO2,-1,-1,-18,-21,2,1,-7,0.44,-31
Cc1cc([N+](=O)[O-])nn1CC(=O)N1CCCc2ccccc21,-4,-3,2[fluorescence artefact?],-15,13,-4,3,0.1,-6
CC1(C)C2CCC1(C)C(OC(=O)c1ccc(O)cc1)C2 (centres undefined),1,0,2,-18,x,0,3,-0.67,-14
O=c1[nH]c2cccnc2n1Cc1ccccc1,-10,0,3,-18[20 µM],0,-6,-15,-1.2,-5
Cc1cc(OCc2cn3cccnc3n2)ccc1Cl,-8,-25,38,-16,1,15,-6,-1.3,-3
CCOc1ccc(CCNC(=O)CCc2nc(-c3ccc(C)cc3)no2)cc1OCC,16,-4,5[fluorescence artefact?],-17[20 µM],1,-4,-10,0.47,-1
Brc1ccc(C2=CC(c3ccco3)n3ncnc3N2)cc1 (centres undefined),-7,6,7,-13[20 µM],5,-2,105*,x,-2
O=C(Nc1nc2c(s1)CCCC2=O)c1cnccn1,-15,7,-7,0,x,-5,1,-0.49,-6
CN(C)S(=O)(=O)c1ccc(NC(=O)CNc2cc(S(=O)(=O)N3CCCC3)ccc2OCC(F)(F)F)cc1,-17,0[fluorescence artefact?],-7,-6,0,-7,-34,0.068,-13
COc1ccc(S(=O)(=O)CCC(=O)NC2CCCCC2)cc1,8,5,13,-21,x,-5,-16,0.02,2
O=Cc1cn[nH]c1-c1cccc([N+](=O)[O-])c1,5,7,-13,-24,27,-13,-14,1.5,-4
CCC1CCCCN1C(=S)NCc1ccccc1 (centres undefined),-5,-2,-3,-16,0,-16,9,1.2,-3
CC1(C)CC(NC(=O)CSc2ccccc2)CC(C)(C)N1,-4,1,-4,-23,-6,-14,-8,-0.32,-6
O=C(CN1CCN(Cc2ccccc2)CC1)Nc1ccc(S(=O)(=O)N2CCOCC2)cc1,-12,10,28,-16,-3,-3,-5,-0.0063,-7

# From PubChem BioAssay
